# Insulin prom inh – inhibitors of insulin promoter-driven GFP, primary screen, imaging, TRM-6 cells (human fetal islet line), eGFP reporter, cell count; reporter expression induced with tamoxifen; inhibition, % at 2 µM; 0.9% of 130,000 active; AID 1273, 2008;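 active = inhibition above the mean plus 3 SD, with well images judged a real hit on visual review, cut at about 60% in these data, passing the limit was not always enough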
# SDO1 yeast rescue – growth rescue of sdo1-depleted yeast, primary screen, S. cerevisiae, bone marrow failure model; S. cerevisiae sdo1-depleted JHY4D growth rescue, OD600 30 h; stronger effect = higher value; pdr5 snq2 efflux-pump mutant strain; z-score at 10 µM; 0.21% of 140,000 active; AID 817, 2007;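 active = z-score above 3 at both the 24 hr and the 30 hr optical density reads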;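 also: z-score against mean and SD of all compound wells on the same plate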
# SDO1 yeast rescue Rescue 24 h – further read-out of SDO1 yeast rescue, marked with its call; z-score; S. cerevisiae sdo1-depleted JHY4D growth rescue, OD600; measured here: growth rescue at 24 h;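 0 is the plate mean of compound wells and units are plate SD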
# Numbers without * were called inactive; . = not tested or not shown; [ ] = another dose, or the depositor's remark. Some of the compounds tested; count on the stated rates, not on these rows.
# Each structure is followed by: Insulin prom inh	SDO1 yeast rescue	SDO1 yeast rescue Rescue 24 h
> Cc1cccc(/C=N/NC(=O)C2CCCNC2=O)c1 (stereo not drawn)
    38	1.1	1.2
> O=C(CCN1C(=O)c2ccccc2C1=O)NC(=S)Nc1cccc(Cl)c1
    13	-1.1	-0.9
> CCCCNC(=S)NNC(=O)CCn1cc(C)cn1
    8	-0.66	-1.6
> Cc1nn(Cc2c(F)c(F)c(F)c(F)c2F)c(C)c1NC(=O)c1ccc(COc2ccccc2Cl)o1
    -35	-1.6	-0.59
> C/C(=N\NS(=O)(=O)c1ccc(C)cc1)c1ccc(C)o1
    42	.	.
> Cc1n[nH]c(C)c1S(=O)(=O)Nc1ccc2c(c1)OCCO2
    15	0.1	-0.84
> CN1/C(=C\C(=O)COC(=O)c2ccc(O)c(O)c2)C(C)(C)c2ccccc21
    -7	.	.
> Cc1cccc(OCC(=O)O/N=C(\N)c2ccc(Cl)cc2)c1
    .	-1.7[8.6 µM]	-1.6
> COc1ccc(OCC(=O)NC(=S)NNC(=O)COc2ccc(Br)cc2Cl)cc1
    -24	.	.
> CSc1nnc(C)c(=O)[nH]1
    61	1.9	2
> Cc1ccc(SCC(=O)NCc2cccnc2)cc1
    -11	0.78	-0.14
> COc1ccc(CC(=O)NCc2n[nH]c(=S)n2-c2cccc(C)c2)cc1
    71*	.	.
> COCCSc1ccccc1C(=O)Nc1ccc(Br)cc1
    -29	.	.
> COc1cccc(-n2nnc3c(=O)n(Cc4ccc(Br)cc4)cnc32)c1
    -50	-0.83	0.79
> CC(=O)Nc1cccc(-c2csc(Nc3cc(C)ccn3)n2)c1
    .	-2.2	-1.8
> C[N+]1(CCCOC(=O)C2(c3ccccc3)CCCC2)CCOCC1
    -14	1.5	1.1
> COCCOC(=O)C1=C(C)NC(C)=C(C(=O)OC(C)C)C1c1cccc([N+](=O)[O-])c1 (stereo not drawn)
    10	-1.1	-0.88
> COc1ccc(/C=C2\SC(=S)N(N3C(=O)CCC3=O)C2=O)cc1O
    60	.	.
> COC(=O)c1cc2oc3ccccc3c2n1Cc1ccccn1
    .	-1.9	-1.5
> O=C1NC2NC(=O)N(C(Cc3ccccc3)C(=O)O)C2N1 (stereo not drawn)
    .	0.43	-0.03
> CCOC(=O)C(CC)Sc1nc2c(cnn2-c2ccccc2)c(=O)[nH]1 (stereo not drawn)
    .	-1.1	-1.1
> CCOc1ccccc1-n1c(SCC(=O)N2CCOCC2)nnc1-c1ccccn1
    26	1.2	1.2
> CCOc1cccc(C2c3c(oc4ccccc4c3=O)C(=O)N2c2ccccn2)c1 (stereo not drawn)
    -17	-0.46	-0.34
> CC1CCCCN1C(=S)NCc1ccccc1 (stereo not drawn)
    .	2.8	3.4
> CN(C)CCNC(=O)CNC(=S)N(Cc1ccccc1)Cc1ccccc1F
    -26	.	.
> CC(=O)Nc1nnc(SCC(=O)NCCOc2ccccc2)s1
    -20	1.2	0.93
> Cn1c(/N=C/c2cccs2)nc2ccccc21
    -7	0.67	0.57
> COc1cccc(N(CC(=O)N2CCc3ccccc3C2)S(C)(=O)=O)c1
    -7	0.13	-0.37
> COc1cccc(CN=C2Nc3ccccc3CS2)c1
    -11	.	.
> Cc1cc(/C=N/n2c(COc3ccccc3)nc3ccccc3c2=O)c(O)c([N+](=O)[O-])c1
    .	-0.4	-0.67
> Cn1nc(C(=O)Nc2ccc(S(=O)(=O)N3CCCC3)cc2)ccc1=O
    29	-0.03	-0.41
> O=C(CCNc1n[nH]c(=O)[nH]c1=O)N/N=C/c1ccc(C(F)(F)F)cc1
    -42	.	.
> CCS(=O)(=O)N1CCCC(C(=O)NCC2CCCO2)C1 (stereo not drawn)
    31	-0.15	0.13
> COc1ccccc1C1=NOC(COC(=O)c2ccc(Br)cc2)C1 (stereo not drawn)
    -31	-0.62	-0.62
> Cc1ccc(CNc2ccc3c(c2)OCO3)c(C)c1
    -376	0.23	0.32
> Cc1cc(C)c2cc(CN(CCO)C(=O)Nc3ccc(F)cc3)c(=O)[nH]c2c1
    13	-0.3	-0.53
> CN1CCN(/N=C/c2nc(-c3ccccc3Cl)n3ccccc23)CC1
    .	0.83	1.1
> Cc1ccc(NC2=C/C(=N/S(=O)(=O)c3cccs3)c3ccccc3C2=O)cc1C
    -54	1	3.5
> Cc1cc(C(C#N)c2ccccc2)n2ncnc2n1 (stereo not drawn)
    -53	0.49	0.78
> O=[N+]([O-])c1ccc2sc(SCc3nc4ccccn4c3Br)nc2c1
    -14	-0.85	-0.06
> CCOC(=O)C(CCCCCOc1ccccc1[N+](=O)[O-])C(=O)OCC
    -11	-0.36	0.05
> O=C(O)C1CCN(c2ncccn2)CC1
    -13	-0.09	-0.08
> Cc1ccc2nc(-c3ccc(NC(=O)CN4CCN(C(=O)c5ccco5)CC4)cc3)sc2c1
    -27	-0.74	0.04
> CCOC(=O)c1csc(NC(=O)COc2ccc(Cl)cc2Cl)n1
    14	-0.94	-0.98
> COc1ccc(NC(=O)C2CCCN(S(=O)(=O)c3cnc[nH]3)C2)cc1 (stereo not drawn)
    .	1.2	1.2
> CCOC(=O)CCC(=O)N1CCNC(=O)C1
    -120	1.2	1.2
> C=CCn1c(SCC(=O)Nc2cc(NC(C)=O)ccc2OC)nnc1-c1ccccn1
    .	-0.19	-0.24
> CC(Sc1nnc(-c2ccccc2)c(-c2ccccc2)n1)C(=O)Nc1ncc(Cl)cc1Cl (stereo not drawn)
    -14	0.07	0.79
> CCCCNC(=O)c1cccc2c(=O)c(C)c(-c3ccccc3)oc12
    .	-1.3	-1.1
> CCn1cc(C2=NOC(C(=O)Nc3cc(C)nn3-c3ccccc3)C2)c(C)n1 (stereo not drawn)
    12	0.3	-0.51
> CNc1nc2c(c(=O)n(C)c(=O)n2C)n1Cc1ccccc1
    6	0.43	-0.08
> O=C(COc1ccccc1O)Nc1ccc(Cl)cc1
    50	0.64	0.75
> OC(COc1ccc2cc(Br)ccc2c1)CN1CCCC1 (stereo not drawn)
    -23	-0.59	-0.82
> C=CCNC(=O)C1CCN(S(=O)(=O)CC)CC1
    .	-0.07	-0.11
> CC[N+](CC)(CC)C/C=C/CN1CCCCC1
    36	-0.22	-0.24
> CCOC(=O)CSC1=N/C(=C\c2ccc(OC)c(OC)c2)C(=O)N1C
    .	0.65	0.89
> C=CCn1c(COc2ccccc2F)nnc1SCC(=O)NC(=O)NCc1ccco1
    23	-1.4	0.06
> CCOC(=O)c1c(NC(=O)CSc2nnc(-c3ccc(OC)cc3)o2)sc2c1CCC2
    15	.	.
> CCOC(=O)/C(=C/C=C/c1ccccc1)NC(=O)c1ccccc1
    30	-0.33	-0.69
> CCc1nc(SCC(=O)c2ccc(C)c(C)c2)n[nH]1
    46	0.24	0.59

# Going on with the list:
# Each structure is followed by: Insulin prom inh	SDO1 yeast rescue	SDO1 yeast rescue Rescue 24 h
> O=C1O/C(=C/c2ccccc2)N=C1c1ccccc1
    -415	0.63	0.95
> CC(C)(C)NC(=O)CSc1nc2scc(-c3ccccc3)c2c(=O)[nH]1
    27	-0.58	-1.4
> C/C=C/C(=O)OCC(=O)Nc1cc(-c2cc(C)c(C)cc2C)nn1-c1ccccc1
    .	-0.51	-0.52
> O=C(NCc1ccccc1Cl)C1CCCN(S(=O)(=O)c2cccc3nsnc23)C1 (stereo not drawn)
    18	-0.21	-0.32
> CC(=O)N(CC(=O)O)c1ccccc1C(=O)O
    -14	1.2	0.77
> O=[N+]([O-])c1ccc2nc(-c3ccc(Cl)cc3)n(OCc3ccccc3)c2c1
    .	-0.22	0.72
> Cc1oc(-c2cc3c(cc2Cl)OCO3)nc1CN1CCCC(C(=O)N2CCOCC2)C1 (stereo not drawn)
    -88	.	.
> NNC(=O)CNC(c1ccccc1)c1cc(Br)ccc1NC(=O)c1cccc(Cl)c1 (stereo not drawn)
    -47	-0.19	-0.6
> Nc1[nH]nc2c1NN(c1ccc(Cl)cc1Cl)N2
    .	-1.4	-0.41
> CC1(C)Oc2ccc3ccc(=O)oc3c2/C(=C/N)C1=O
    .	-0.48	-0.07
> CCOC(=O)c1c(NC(=O)CSc2nnc(-c3ccncc3)n2Cc2ccco2)sc(C)c1C
    .	-1.1	-0.78
> COc1ccc(C(=O)Nc2ccc(S(=O)(=O)N3CCOCC3)cc2)cc1OC
    10	0.44	0.98
> Cc1cccc(CN2CCN(C(=O)CCc3nnc(C4CCCCC4)o3)CC2)c1
    -10	.	.
> Cc1nn(CCCC(=O)NCCc2ccccc2)c(C)c1[N+](=O)[O-]
    -36	.	.
> O=C(O)CN1C(=O)C2C3CC(C2C1=O)C1C(c2ccccc2)c2sc(=O)[nH]c2SC31 (stereo not drawn)
    -12	1.4	-0.33
> Nc1ccc(C(=O)N/N=C\C=C\c2cccc([N+](=O)[O-])c2)cc1
    -45	.	.
> O=C(CCCOc1ccc(Cl)cc1Cl)N1CCc2ccccc2C1
    69	-0.62	-0.04
> Cc1ccc(CN2CCN(Cc3cnc(C)[nH]3)CC2CCO)cc1 (stereo not drawn)
    39	.	.
> Cc1ccc(N(Cc2ccc(C(=O)Nc3c(C)n(C)n(-c4ccccc4)c3=O)cc2)S(C)(=O)=O)cc1C
    35	.	.
> CC(NC(=O)COC(=O)[C@@H]1CCCN1S(=O)(=O)c1ccccc1F)C12CC3CC(CC(C3)C1)C2 (stereo partly drawn)
    -4	-0.64	-1.4
> N#Cc1cccc(NC(=O)CSc2ccc3c4c(cccc24)C(=O)c2ccccc2-3)c1
    -233	-0.73	0.68
> Cc1cccc(C)c1NC(=O)C1(NC(=O)C2CCC(=O)N2)CCCCC1 (stereo not drawn)
    23	1.1	0.76
> Cc1ccc(CCNC(=O)c2ccc(CS(=O)(=O)Cc3ccccc3F)o2)cc1
    -55	0.18	1.1
> Cc1ccc(NC(=O)c2cnc(N3CCN(c4ccccn4)CC3)c3ccccc23)c(Br)c1
    0	.	.
> CCCCC(=O)Nc1nc(C)c(C(C)=O)s1
    .	0.03	0.17
> CCCn1c(CNS(=O)(=O)c2ccc(C)cc2)nc2ccccc21
    .	-0.32	-0.5
> Cc1cc(NC(=O)Cn2ccsc2=N)c([N+](=O)[O-])cc1C
    -67	.	.
> CC(C)N(C(=O)COC(=O)[C@@H]1CC(O)CN1S(=O)(=O)c1ccccc1[N+](=O)[O-])C(C)C (stereo partly drawn)
    -42	0.6	0.52
> COc1ccc(NC(=S)N(CCc2c(C)[nH]c3ccccc23)Cc2ccco2)cc1
    29	-1.3	-1.1
> O=C(C(Cc1ccccc1)n1cccc1)N1CCCCCC1 (stereo not drawn)
    .	0.38	0.12

# Among those listed so far, these have a cyano group:
# Each structure is followed by: Insulin prom inh	SDO1 yeast rescue	SDO1 yeast rescue Rescue 24 h
> Cc1cc(C(C#N)c2ccccc2)n2ncnc2n1 (stereo not drawn)
    -53	0.49	0.78
> N#Cc1cccc(NC(=O)CSc2ccc3c4c(cccc24)C(=O)c2ccccc2-3)c1
    -233	-0.73	0.68

# Entries of single compounds, quoted from the list. Order of screens: Insulin prom inh | SDO1 yeast rescue | SDO1 yeast rescue Rescue 24 h
# Profile of `Cc1cc(NC(=O)Cn2ccsc2=N)c([N+](=O)[O-])cc1C` → -67 | . | .
# Profile of `CC(NC(=O)COC(=O)[C@@H]1CCCN1S(=O)(=O)c1ccccc1F)C12CC3CC(CC(C3)C1)C2` (stereo partly drawn) → -4 | -0.64 | -1.4
# Profile of `O=C1O/C(=C/c2ccccc2)N=C1c1ccccc1` → -415 | 0.63 | 0.95
# Profile of `Nc1ccc(C(=O)N/N=C\C=C\c2cccc([N+](=O)[O-])c2)cc1` → -45 | . | .
# Profile of `O=C(NCc1ccccc1Cl)C1CCCN(S(=O)(=O)c2cccc3nsnc23)C1` (stereo not drawn) → 18 | -0.21 | -0.32

# (cont.)
# Each structure is followed by: Insulin prom inh	SDO1 yeast rescue	SDO1 yeast rescue Rescue 24 h
> CCc1ccccc1OCC(=O)OCC(=O)c1c(N)n(C)c(=O)n(C)c1=O
    -21	.	.
> COc1ccnc(Oc2ccccc2)c1C#N
    -24	0.15	-1.3
> O=C(Nc1c(Cl)ccc2nsnc12)c1cccnc1
    5	0.92	1
> O=C(COC(=O)Cc1c(Cl)cccc1Cl)NCCC1=CCCCC1
    .	-0.06	0.03
> COc1ccc(-c2nc(Cn3c(SCc4ccc(C)cc4)nc4ccncc43)c(C)o2)cc1OC
    .	-1.2	-0.79
> O=C(COC(=O)c1cccc(S(=O)(=O)N2CCN(c3ccccc3)CC2)c1)NCc1ccco1
    -11	0.11	1
> CCOC(=O)c1c(-c2ccccc2)nc2c(C)cccn12
    -19	-1.4	-0.93
> CCOC(=O)N1CCN(S(=O)(=O)c2ccc(OCC)c3ccccc23)CC1
    -21	-1.4	-0.6
> C=CCOC(=O)C1=C(C)Nc2nnnn2C1c1ccc(OC)cc1OC (stereo not drawn)
    -3	-0.1	-0.15
> CCCC12CN3CC(CCC)(CN(C1)C3C(O)C(O)C(O)CO)C2=O (stereo not drawn)
    -4	0.36	-0.35
> O=C(CCN1C(=O)c2ccncc2C1=O)Nc1ccc(F)cc1
    -19	0	-0.21
> O=C(Nc1nncs1)c1ccc(Br)c(S(=O)(=O)N2CCCC2)c1
    53	0.42	0.11
> Cc1ccc(-n2c(Cc3cccs3)nnc2SCC(=O)Nc2ccc(S(N)(=O)=O)cc2)cc1
    58	0.68	0.49
> Cc1ccc(-c2nnn(CC(=O)N(CC(=O)NCC3CCCO3)c3ccc(F)c(Cl)c3)n2)o1 (stereo not drawn)
    .	0.22	-0.48
> CCOC(=O)Cn1nc(C(F)F)c(Br)c1C
    53	.	.

# Assay outcomes as filed in PubChem BioAssay.
